PP1 inh – PP1-alpha phosphatase inhibitors, primary screen, counter-screen for PP5 inhibitor project, biochemical, fluorescence, OMFP substrate, single point; Serine/threonine-protein phosphatase PP1-alpha catalytic subunit (Homo sapiens), P62136; purified PP1alpha; inhibition, % at 6.7 µM; hit rate 0.9% among 320,000;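 active = inhibition above the mean inhibition of all tested compounds plus 3 SD, computed separately for each screening campaign, cut at about 15% in these data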
Target sequence (P62136 whole entry, looked up): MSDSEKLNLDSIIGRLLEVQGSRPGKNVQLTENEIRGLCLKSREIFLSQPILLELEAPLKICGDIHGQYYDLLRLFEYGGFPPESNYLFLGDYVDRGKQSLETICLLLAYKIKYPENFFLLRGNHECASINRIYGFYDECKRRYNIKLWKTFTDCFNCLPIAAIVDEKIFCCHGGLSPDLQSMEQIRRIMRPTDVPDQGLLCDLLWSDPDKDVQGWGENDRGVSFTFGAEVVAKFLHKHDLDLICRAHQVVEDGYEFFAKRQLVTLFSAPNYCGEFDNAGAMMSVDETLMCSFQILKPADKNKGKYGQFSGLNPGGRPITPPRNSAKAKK
PP5 primary – PP5 phosphatase inhibitors, primary screen, biochemical, fluorescence; Serine/threonine-protein phosphatase 5 (Homo sapiens), P53041; purified PP5c, OMFP substrate fluorescence; inhibition, % at 6.7 µM; hit rate 0.18% among 320,000;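 active = inhibition above the campaign's mean inhibition across all tested compounds plus 3 SD, cut at about 9.5% in these data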;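 also: 0% = DMSO only and 100% = 100 µM cantharidin control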
Target sequence (P53041 whole entry, looked up): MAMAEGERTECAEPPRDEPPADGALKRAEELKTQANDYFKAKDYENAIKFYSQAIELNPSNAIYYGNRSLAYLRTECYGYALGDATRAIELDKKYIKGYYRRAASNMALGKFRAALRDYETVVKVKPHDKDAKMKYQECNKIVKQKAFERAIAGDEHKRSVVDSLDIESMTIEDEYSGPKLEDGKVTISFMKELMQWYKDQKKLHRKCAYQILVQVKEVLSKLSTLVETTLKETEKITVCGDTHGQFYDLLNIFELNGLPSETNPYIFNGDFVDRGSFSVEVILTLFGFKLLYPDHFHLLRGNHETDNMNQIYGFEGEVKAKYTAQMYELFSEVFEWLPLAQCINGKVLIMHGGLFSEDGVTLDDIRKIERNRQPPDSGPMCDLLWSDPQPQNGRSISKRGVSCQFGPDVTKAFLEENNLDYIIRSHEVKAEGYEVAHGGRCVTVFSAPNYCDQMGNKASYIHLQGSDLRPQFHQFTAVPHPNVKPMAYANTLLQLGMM
HCV core dimer – inhibitors of HCV core protein dimerization, primary screen, biochemical, TR-FRET, high-throughput; TR-FRET GST/Flag-core106 dimerization, 1536-well; inhibition, % at 5 µM; hit rate 0.33% among 300,000;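 active = inhibition above the mean of all tested compounds plus 3 SD, set per screening campaign, cut at about 45% in these data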
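Assay system: tagged HCV core106 pair (GST and Flag); medium: KF-containing HEPES buffer, pH 7.45, DTT, CHAPS, BSA; also added: Eu donor and XL665 acceptor anti-tag antibodies; dosing: 5 µM single dose; timing: compound-protein-antibody incubation 4 h at 22.5 °C; signal: TR-FRET 671 and 617 nm emission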
GRK2 inh – compounds blocking aptamer binding on GRK2 – biochemical, human GRK2, bead flow cytometry, HTS, primary screen; Beta-adrenergic receptor kinase 1 (Homo sapiens), P25098; FAM-aptamer displacement from GRK2; inhibition of aptamer binding, % at 10 µM; hit rate 0.59% among 330,000; AID 488847, 2010;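 active = inhibition of aptamer binding above 40%, roughly 3 SD of noise, on plates passing a quality check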;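 also: median bead fluorescence of bound FAM aptamer so fluorescent compounds give negative values; no value below 0 was filed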
CTSL1 counter – Fasciola hepatica cathepsin L1 inhibitors, primary screen, counter-screen for PFM18AAP inhibitor project, biochemical, QFRET, fluorogenic peptide substrate. recombinant F. hepatica cathepsin L1, Z-Leu-Arg-MCA fluorescence. inhibition, % at 5.96 µM. hit rate 0.49% among 300,000;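 active = inhibition above the mean of all tested compounds plus 3 SD, set per screening campaign, cut at about 17% in these data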;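 also: 0% = plate median of test compound wells and 100% = 1 µM Z-Phe-Ala-diazomethylketone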
VLA-4 inh – inhibition in human VLA-4 binding assay, primary screen, VLA-4 allosteric modulator project, MLPCN library, flow cytometry, VLA-4 expressing cells. ligand binding flow cytometry. Integrin alpha-4 (Homo sapiens), P13612. AID 2557, 2010. hit rate 0.2% among 330,000. inhibition, % (about 7 µM as worked out from the volumes in the protocol); in the data active = inhibition above about 50%
procasp3 activ – activators of human procaspase-3 D3A mutant, primary screen, biochemical, absorbance, PC-3 D3A mutant, single concentration | activation, % at 8.5 µM | Caspase-3 (Homo sapiens), P42574 | recombinant procaspase-3 D3A, Ac-DEVD-pNA absorbance 405 nm | hit rate 0.11% among 330,000;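 active = activation above the mean of all tested compounds plus 3 SD, cut at about 21% in these data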;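 also: 0% = DMSO alone and 100% = DMSO wells spiked with extra 5 µM PC-3 D3A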
Target sequence (P42574 whole entry D9A/D28A/D175A): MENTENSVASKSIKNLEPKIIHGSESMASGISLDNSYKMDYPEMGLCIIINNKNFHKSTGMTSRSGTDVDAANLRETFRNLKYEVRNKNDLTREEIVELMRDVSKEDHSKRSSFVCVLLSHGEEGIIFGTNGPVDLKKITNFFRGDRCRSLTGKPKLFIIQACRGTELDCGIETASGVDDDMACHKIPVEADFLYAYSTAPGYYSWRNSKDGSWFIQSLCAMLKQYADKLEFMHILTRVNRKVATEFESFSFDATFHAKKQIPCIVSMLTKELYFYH
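Compound: 8.5 µM single point, 0.8% DMSO / Material: Autoprocessing-dead procaspase-3 D3A mutant enzyme / Timing: 1 h preincubation plus 2 h reaction at 25 °C / Medium: Zinc-free HEPES/NaCl buffer with 0.01% Triton X-100 at pH 7.4 / Technique: 405 nm absorbance of p-nitroaniline, reads at 0 and 120 min / Repeats: one well per compound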
JMJD2C inh – inhibitors of GASC-1 histone demethylase, primary screen, biochemical, fluorescence, DELFIA europium; hit rate 0.069% among 330,000; inhibition, % at 2.35 µM; Lysine-specific demethylase 4C (Homo sapiens), Q9H3R0; GST-JMJD2C(1-420) H3K9me3 demethylation;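 active = more than half of a compound's replicate wells show inhibition beyond 50%, single wells judged on their own value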;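 also: signal counts dimethyl H3K9 product captured on neutravidin plate; 0% = median of DMSO wells and 100% = 0.3 times that DMSO median; strong numbers were not always called active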
proCasp7 act – procaspase-7 activators, primary screen, counter-screen for procaspase-3 activator project, biochemical, absorbance, HTS, human. Caspase-7 (Homo sapiens), P55210. recombinant procaspase-7, Ac-DEVD-pNA absorbance 405 nm; D23A/D198A/D206A triple mutant, cannot self-cleave; scale: DMSO 0, 5 µM enzyme 100. activation, % at 8.5 µM. hit rate 0.093% among 330,000;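 active = percent activation above the screen-wide mean plus 3 SD, cut at about 25% in these data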
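Material: Procaspase-7 triple mutant (PC-7 D3A) | Quantity: 2 µM procaspase-7 mutant as dispensed | Reagent: DEVD-pNA substrate | Times: 1 h preincubation, 2 h reaction | Technique: 405 nm absorbance of p-nitroaniline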
* marks the source's active call; other numbers are inactive results; / = not tested or not shown.

SMILES | PP1 inh | PP5 primary | HCV core dimer | GRK2 inh | CTSL1 counter | VLA-4 inh | procasp3 activ | JMJD2C inh | proCasp7 act
C=CCn1c(C(C)NC(=O)CCC)nc2ccccc21 (stereo not drawn) | -1 | 0.8 | -1 | 0 | -1 | 7 | 12 | 3 | -1
CC(=O)Nc1ccc(NC(=O)c2oc3cc(C)c(C)cc3c2C)cc1 | -1 | 3.4 | 0 | 2 | 6 | 35 | -6 | 7 | -13
COc1cc(C(=O)NC2CCN(Cc3nnnn3Cc3cccs3)CC2)cc(OC)c1OC | 3 | -0.9 | -2 | 0 | -1 | 15 | 4 | 7 | 6
Fc1ccccc1CSc1nnc(-c2cccnc2)o1 | 2 | 1.7 | 0 | 0 | -5 | 0 | -1 | 1 | -2
CC(C(=O)Nc1ccccc1)N1CCN(c2ccccn2)CC1 (stereo not drawn) | -1 | 2.0 | 6 | 1 | -2 | 17 | -4 | -11 | 10
CCc1ccc(C(=O)NNC(=O)CN2C(=O)NC3(CCCC3)C2=O)cc1 | -5 | -1.0 | / | 3 | / | 39 | 0 | 2 | 0
O=C(N/N=C\c1ccc(-c2cccc(Cl)c2)o1)C(=O)NC1CCCC1 | -2 | 1.1 | 6 | 0 | 0 | 11 | -9 | -1 | -7
COc1ccccc1N(CC(O)CN1C(=O)NC(C)(C)C1=O)S(=O)(=O)c1ccc(C)cc1 (stereo not drawn) | -1 | -0.1 | -5 | 0 | -2 | -11 | -5 | 22 | -1
CN(C)S(=O)(=O)c1ccc(Cl)c(NC(=O)COC(=O)c2cc(-c3ccccc3)nc3ccccc23)c1 | 5 | 4.3 | -6 | 0 | -8 | 9 | -1 | 3 | 1
O=C(Cn1cc(CCO)nn1)N1CCNCC1 | -3 | -0.2 | -3 | 0 | -1 | 1 | 5 | 4 | -6
Cc1ccccc1NS(=O)(=O)c1cc(C(=O)NCCSC2CCCCC2)ccc1C | 1 | 4.9 | 0 | 0 | 1 | -12 | -2 | 3 | -8
COc1cc2c(cc1OC)C(c1cc3cc(C)ccc3[nH]c1=O)N(C(=O)c1ccco1)CC2 (stereo not drawn) | 0 | 1.8 | 11 | 0 | -1 | 4 | 7 | 0 | -4
N#Cc1ccc(C(=O)NCCCSc2ccccc2)cc1 | -3 | -1.7 | 12 | 1 | 1 | 1 | 3 | -3 | 9
O=c1oc2ccccc2c(Nc2ccc(Cl)cc2)c1[N+](=O)[O-] | 1 | -0.7 | 4 | 0 | 3 | -6 | 8 | 0 | -2
Cc1csc(NC(=O)CSc2nc3[nH]ncc3c(=O)[nH]2)n1 | -1 | 0.2 | 2 | 1 | 4 | 9 | 5 | -35 | 13
Cc1cc(Nc2ccc(N3CCOCC3)cc2)c2cccc(C)c2n1 | 0 | -1.4 | -6 | 2 | 2 | -6 | 16 | -2 | 2
N#C/C=C\Oc1ccc(Cl)cc1N | -4 | -0.6 | -1 | 2 | 3 | -1 | -4 | 3 | -14
Cc1ccc(NC(=S)N2CCN(S(C)(=O)=O)CC2)cc1Cl | -2 | 0.0 | 1 | 0 | 3 | 13 | 1 | 20 | -4
Cc1cc(C)n2nc(SCC(=O)N(C)c3c(N)n(Cc4ccccc4)c(=O)[nH]c3=O)nc2n1 | 1 | -2.7 | -4 | 0 | 2 | 6 | 4 | -5 | 4
O=C(CSC1=NS(=O)(=O)c2cc(Cl)ccc2N1)Nc1cccc(F)c1 | -5 | 2.2 | 12 | 0 | 0 | 0 | -9 | -20 | 6
N#Cc1ccc(S(=O)(=O)NCC(=O)OCC(=O)NCCc2ccccc2)cc1 | -5 | 0.5 | 1 | 3 | -13 | 6 | -13 | 6 | 10
COc1ccc(C(C)(C)C)cc1NC(=O)COC(=O)c1ncc(Cl)c(Cl)c1Cl | 0 | 0.8 | 14 | 0 | -5 | 16 | 4 | -9 | 4
CN(C(=O)CSc1nc(-c2ccccc2)c(-c2ccccc2)o1)C1CCS(=O)(=O)C1 (stereo not drawn) | -6 | 2.5 | -9 | 0 | -5 | -8 | 14 | -12 | 11
O=C(COC(=O)c1ccc(Cl)c(S(=O)(=O)NCc2ccccc2)c1)NC1CC1 | -3 | -0.1 | / | 1 | / | -15 | 0 | / | 4
COc1ccc(CC(=O)Nc2ccc(S(=O)(=O)Nc3ncccn3)cc2)cc1OC | -2 | -1.4 | 2 | 0 | -3 | 12 | 5 | 1 | 4

One compound at a time (already shown).
Record of `COc1ccc(CC(=O)Nc2ccc(S(=O)(=O)Nc3ncccn3)cc2)cc1OC` = PP1 inh: -2; PP5 primary: -1.4; HCV core dimer: 2; GRK2 inh: 0; CTSL1 counter: -3; VLA-4 inh: 12; procasp3 activ: 5; JMJD2C inh: 1; proCasp7 act: 4
Record of `O=C(Cn1cc(CCO)nn1)N1CCNCC1` = PP1 inh: -3; PP5 primary: -0.2; HCV core dimer: -3; GRK2 inh: 0; CTSL1 counter: -1; VLA-4 inh: 1; procasp3 activ: 5; JMJD2C inh: 4; proCasp7 act: -6

2 entries from above, tab-delimited.
SMILES	PP1 inh	PP5 primary	HCV core dimer	GRK2 inh	CTSL1 counter	VLA-4 inh	procasp3 activ	JMJD2C inh	proCasp7 act
CN(C)S(=O)(=O)c1ccc(Cl)c(NC(=O)COC(=O)c2cc(-c3ccccc3)nc3ccccc23)c1	5	4.3	-6	0	-8	9	-1	3	1
Cc1cc(C)n2nc(SCC(=O)N(C)c3c(N)n(Cc4ccccc4)c(=O)[nH]c3=O)nc2n1	1	-2.7	-4	0	2	6	4	-5	4

Following part:
SMILES | PP1 inh | PP5 primary | HCV core dimer | GRK2 inh | CTSL1 counter | VLA-4 inh | procasp3 activ | JMJD2C inh | proCasp7 act
O=C(CCSc1ccc(F)cc1)Nc1ccc(-n2cnnn2)cc1 | -3 | 2.8 | 6 | 0 | -9 | 4 | -1 | 1 | 9
Cc1ccc(N(CC(=O)NCC2CCCO2)C(=O)CCC(=O)Nc2nccs2)cc1 (stereo not drawn) | -1 | 1.5 | -3 | 3 | -1 | -2 | 1 | -6 | 4
C/C(=C\[C@@H](NP(=O)(c1ccccc1)c1ccccc1)c1ccccc1)CO[Si](c1ccccc1)(c1ccccc1)C(C)(C)C | 2 | 3.2 | 10 | 0 | 0 | 10 | 1 | 0 | 1
Cc1nnc(SCC(=O)Nc2nnc(-c3ccccc3)o2)s1 | -3 | -0.7 | 1 | 0 | 9 | 4 | 10 | -34 | 4
CC(=O)c1sc(-c2ccccn2)nc1C | -3 | -2.7 | 2 | 0 | 2 | 3 | 1 | -15 | 0
CC1CCN(C(=O)c2ccc3c(c2)NC(=O)/C(=C/c2ccccc2)S3)CC1 | 1 | 3.7 | 13 | 1 | -2 | 5 | 4 | -6 | -8
O=C(Nc1ccccc1Cl)c1ccc([N+](=O)[O-])o1 | -4 | 1.8 | 1 | 0 | 6 | -4 | -7 | 4 | 0
Cc1cc(C)nc(NS(=O)(=O)c2ccc(NC(=O)COc3ccccc3)cc2)n1 | 1 | 2.5 | 1 | 0 | -1 | -11 | 1 | -18 | 8
O=C(CN1CCc2ccccc2C1)Nc1ccc(F)cc1F | -3 | 0.3 | 4 | 3 | 1 | 3 | -1 | -2 | 9
COc1ccc(N(CC(=O)Nc2cc(Cl)ccc2C)S(=O)(=O)c2c(C)noc2C)cc1 | 1 | 1.9 | 6 | 5 | 4 | 2 | 3 | 7 | 8
Cc1sc(NC(=O)c2ccco2)c(C(c2cccnc2)N2CCN(CCO)CC2)c1C (stereo not drawn) | 8 | -0.2 | 0 | 0 | 0 | -2 | -1 | -6 | -11
Cc1ccc(NC(=O)C(C)Sc2nnc(-c3cccnc3)o2)cc1 (stereo not drawn) | -1 | -0.4 | -3 | 0 | -3 | 9 | 1 | 4 | 17
O=C1CC2(CCN(C(=O)c3ccccc3Cl)CC2)Oc2ccccc21 | -6 | -1.4 | -1 | 1 | -2 | 11 | -5 | 38 | 7
Cc1cc(N2CC(C)OC(C)C2)nc2ccccc12 (stereo not drawn) | -1 | 0.7 | -2 | 0 | 1 | -4 | 7 | -17 | 6
S=C(NCCc1ccccn1)Nc1ccc(Cl)cc1 | 0 | -1.0 | -4 | 0 | 2 | 18 | 3 | -4 | -2
CCCCn1ccnc1C(=O)c1cccc(S(=O)(=O)N2CC(C)CC(C)C2)c1 (stereo not drawn) | 3 | 5.0 | 8 | 1 | 8 | -8 | 5 | -4 | 1
CCC(C(=O)NC1CCCCC1)n1c(SCc2cccc(F)c2)nc2ccncc21 (stereo not drawn) | 1 | -0.2 | -10 | 0 | -1 | 6 | 4 | -4 | -1
Cc1cccc(N2C(=O)CC(N3CCN(c4ccccn4)CC3)C2=O)c1 (stereo not drawn) | -2 | 1.5 | -3 | 1 | 4 | -4 | -3 | 26 | -1
Cc1cc(C(C)(C)C)c(OC(=O)[C@@H]2OC(c3ccccc3)=C[C@H]2c2ccccc2)c(C(C)(C)C)c1 | 0 | 0.4 | / | 3 | / | 4 | 10 | 1 | 7
O=C(NCCc1ccccc1)c1ccc(CS(=O)Cc2ccc(Cl)cc2)o1 (stereo not drawn) | -1 | -0.5 | -5 | 0 | -5 | 1 | 3 | 3 | 0
CC(C)(c1ccccc1)c1ccc(OCC(O)CN2CCCC2)cc1 (stereo not drawn) | 1 | 0.9 | 2 | 0 | -2 | 0 | -7 | -6 | -2
CC(OC(=O)CCN1C(=O)c2cccc([N+](=O)[O-])c2C1=O)C(=O)Nc1cc(Cl)cc(Cl)c1 (stereo not drawn) | 3 | 1.4 | -2 | 2 | -3 | 7 | -7 | 0 | 8
CNC(=O)CN(c1cc(C)ccc1C)S(C)(=O)=O | -5 | -1.4 | 0 | 0 | -3 | -2 | 10 | -15 | 2
O=C(O)c1ccc(-n2cncn2)c([N+](=O)[O-])c1 | 0 | 3.5 | -3 | 0 | -1 | -4 | 1 | -6 | 3
CCOc1ccc(-n2c(SCc3ccc(C(=O)OC)o3)nc3c(c2=O)SCC3)cc1 | 2 | 4.9 | 8 | 0 | 5 | 1 | 3 | / | 7
Nc1nonc1C(=O)N/N=C/c1ccncc1 | -3 | 0.4 | 1 | 1 | 0 | -3 | -2 | 5 | 1
COc1ccc2nc(C)cc(SCC(=O)Nc3c(C)cccc3C)c2c1 | 0 | 1.4 | 1 | 0 | -4 | 13 | -4 | 10 | 11
N#C/C(=C\c1cccs1)C(=O)c1ccccc1Cl | 0 | 0.6 | -2 | 0 | -3 | 13 | -3 | / | -2
Fc1cc2nc(-c3ccncc3)[nH]c2cc1F | -4 | -1.2 | 1 | 0 | -1 | -6 | 1 | -9 | 8

Hits appear at their usual frequency (roughly 2.6% active in at least one column).
